Assay outcomes deposited in PubChem BioAssay by Fisher Drug Discovery Resource Center.
NPYLR7 ag: activates Aedes aegypti NPYLR7 receptor; HEK293T NPYLR7/Galpha15, GCaMP6s calcium fluorescence; activation, % at 10 µM; 270,000 compounds, 0.15% hits; AID 1259423; in the data active = activation above about 40%;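 note: 0% = vehicle and 100% = reference agonist at the receptor; some compounds past the cut are filed as inactive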
mcGAS inh: mouse cGAS inhibition by luminescence; Q8C6L5; recombinant cGAS, Kinase-Glo ATP depletion luminescence; inhibition, % at 12.5 µM; 160,000 compounds, 0.15% hits; AID 1259399;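 note: 0% = negative control wells and 100% = reference inhibitor with no enzyme activity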
hcGAS lum: blocks human cGAS activity; Q8N884; recombinant h-cGAS, ATP depletion, Kinase-Glo luminescence; inhibition, % at 12.5 µM; 290,000 compounds, 0.081% hits; AID 1259398;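 note: 0% = vehicle reaction and 100% = reaction without DNA for no activity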
Target sequence (Q8N884 whole entry, looked up): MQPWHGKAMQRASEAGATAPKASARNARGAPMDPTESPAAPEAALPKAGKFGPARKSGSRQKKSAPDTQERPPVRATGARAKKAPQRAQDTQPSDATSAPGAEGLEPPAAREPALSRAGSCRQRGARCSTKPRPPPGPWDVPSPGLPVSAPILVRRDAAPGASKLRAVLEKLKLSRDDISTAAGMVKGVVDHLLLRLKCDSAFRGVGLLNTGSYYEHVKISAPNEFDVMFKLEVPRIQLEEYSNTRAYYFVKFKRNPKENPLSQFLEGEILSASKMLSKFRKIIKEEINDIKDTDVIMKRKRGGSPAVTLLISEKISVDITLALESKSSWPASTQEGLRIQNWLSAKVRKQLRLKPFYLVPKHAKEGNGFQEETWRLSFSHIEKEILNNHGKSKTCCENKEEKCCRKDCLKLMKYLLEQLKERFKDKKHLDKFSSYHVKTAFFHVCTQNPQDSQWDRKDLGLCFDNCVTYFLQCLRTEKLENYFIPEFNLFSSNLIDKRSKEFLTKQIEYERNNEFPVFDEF
Numbers without * were called inactive; / = no result given; & = joins results of further samples. Cut-off read from the data, not from the text of the source, unless noted: active = inhibition above about 40%; inactive = the rest.

Start of the listing, in advance:
1: O=C(NCc1ccco1)c1cc(-c2ccco2)on1
2: c1nc(NCCC2CCCOC2)cc(N2CCCCC2)n1 (centres undefined)
3: CCOC(=O)N1CCC(NC(=O)c2ccc(-n3nc(-c4cccc(C(F)(F)F)c4)cc3N)cc2)CC1
4: CC1(C(=O)NS(=O)(=O)c2cccc(OC(F)F)c2)CCN1C(=O)CCC1CCCC1 (centres undefined)

assay / compound	1	2	3	4
mcGAS inh	/	/	-5.9	/
hcGAS lum	-2.8	-7.9	-6.4	-3.9
NPYLR7 ag	-2.0	5.9	-8.8	5.3

The listing, from the start:
1: O=C(NCc1ccco1)c1cc(-c2ccco2)on1
2: c1nc(NCCC2CCCOC2)cc(N2CCCCC2)n1 (centres undefined)
3: CCOC(=O)N1CCC(NC(=O)c2ccc(-n3nc(-c4cccc(C(F)(F)F)c4)cc3N)cc2)CC1
4: CC1(C(=O)NS(=O)(=O)c2cccc(OC(F)F)c2)CCN1C(=O)CCC1CCCC1 (centres undefined)
5: Nc1ncc(Br)cc1S(=O)(=O)Nc1cccc(F)c1
6: Cc1ccccc1-c1nnc2ccc(-c3ccccc3)cn12

assay / compound	1	2	3	4	5	6
mcGAS inh	/	/	-5.9	/	/	-5.4
hcGAS lum	-2.8	-7.9	-6.4	-3.9	-5.2	-2.9
NPYLR7 ag	-2.0	5.9	-8.8	5.3	3.4	-2.3

7: O=C(CCCN1CCOCC1)N1[C@H]2CCNC[C@@H]1CC2
8: CC(C)c1ccc2nc(C3CCCS3)[nH]c(=O)c2c1 (centres undefined)
9: Cc1ccc(S(=O)(=O)NC(=O)C2(C)CCN2C(=O)C2(c3ccc(Cl)cc3)CCC2)cc1 (centres undefined)
10: CC1ON=C(c2ccc(N(C)C)cc2)N(Cc2ccc(S(C)(=O)=O)cc2)C1=O (centres undefined)
11: CCOc1ccc(C(=O)Nc2cc(C)nn2-c2nc(C)cc(=O)[nH]2)cc1OCC
12: Cc1ccc(C(=O)Nc2cc(=O)n(C)c(=O)n2C)cc1

assay / compound	7	8	9	10	11	12
mcGAS inh	-16.0	/	/	/	-7.3	-8.1
hcGAS lum	-5.5	-0.7&-2.5	-10.0	6.4	-6.6	-8.4
NPYLR7 ag	3.5	-23.3&-1.4	2.7	4.3	19.9	9.5

13: CC(C)C1CN(C(=O)CCc2cccnc2)CCCN1CC1CC1 (centres undefined)
14: Fc1ccc(Nc2nc(NCc3ccc4c(c3)OCO4)nc3[nH]ncc23)cc1
15: N#Cc1cc2c(cc1C#N)-n1c(-c3ccccc3)nnc1-c1ccccc1O2
16: CNC(=O)NC(=O)CSc1c(C)cc(C)cc1C
17: C=CCn1c(C)c(N2CCOCC2)c(C)c1C(=O)Nc1cc(C)ccc1OC
18: CC(C(=O)NCC1CCCCC1)n1cnc2c1c(=O)n(C)c(=O)n2C (centres undefined)

assay / compound	13	14	15	16	17	18
mcGAS inh	1.1	/	/	-8.7	-3.5	/
hcGAS lum	-1.4	-8.9	-4.1	-3.8	-4.7	-3.4
NPYLR7 ag	1.7	9.0	1.2	0.7	18.7	11.0

19: CCOc1ccccc1CN1CCN(Cc2ccccc2Cl)CC1CCO (centres undefined)
20: CCN1C(=O)NC(c2ccc(Cl)cc2Cl)C2=C1CN(CC(=O)NCCOc1ccccc1)C2=O (centres undefined)
21: COc1ccc(CNC(c2ccc(Cl)cc2)c2nccn2C)cc1C (centres undefined)
22: Cc1ccc(SCC(=O)NC(C)c2ccc(-n3cncn3)cc2)c(C)c1 (centres undefined)
23: O=C(NCc1ccccc1)c1cc(C2COCCN2C(=O)OCCF)on1 (centres undefined)
24: CN(Cc1ccno1)c1nc(-c2cccnc2)nc2c1cnn2C

assay / compound	19	20	21	22	23	24
mcGAS inh	/	-3.1	/	/	-6.3	-10.5
hcGAS lum	-1.2	-4.9	-1.6	-8.3	-3.8	-7.8
NPYLR7 ag	4.2	-2.6	9.0	16.1	4.5	3.7

25: CCCN(Cc1ccoc1)Cc1c(C)nn(-c2cccc(F)c2)c1N1CCN(C)CC1
26: CSc1cccc(CN2CCN(Cc3cccs3)C(CCO)C2)c1 (centres undefined)
27: O=C(c1ccc(Cl)cc1)N1CCN(c2ccc([N+](=O)[O-])c3ncccc23)CC1
28: O=C(Nc1ccccn1)NC1CC(=O)N(c2ccc3c(c2)OCCO3)C1 (centres undefined)
29: CC(C)OCCCNC(=O)CCc1cc2c(n1-c1ccc(Cl)cc1)-c1ccccc1OC2
30: CCN(CC1CCCN(CCc2cccc(OC)c2)C1)C(=O)c1ccncc1 (centres undefined)

assay / compound	25	26	27	28	29	30
mcGAS inh	-5.1	-8.4	-4.1	-7.0	-10.6	-3.6
hcGAS lum	-8.4	-5.1	0.1	-2.7	-7.2	0.3
NPYLR7 ag	/	14.5	-1.1	-6.3	3.1	5.2

31: CCNC(=O)N(CC(=O)N(Cc1ccc2c(c1)OCO2)Cc1sccc1C)C1CCCCC1
32: Cc1ccc(CNC(=O)Cn2c(C)nc3c(sc4cccc(F)c43)c2=O)cc1
33: O=C(NCc1ccc2c(c1)OCO2)c1ccccc1NS(=O)(=O)c1ccccc1F
34: CN1CCCCC1(C)C(=O)NCc1cccs1 (centres undefined)
35: COc1ccc(C)cc1CN(C)S(=O)(=O)c1ccc2c(c1)OCCO2
36: Cc1cc(=O)n2c(n1)SCC2CC(=O)Nc1ccc(C(C)C)cc1 (centres undefined)

assay / compound	31	32	33	34	35	36
mcGAS inh	-3.4	-9.9	-4.6	-5.8	/	/
hcGAS lum	-3.8	-6.1	-2.7	-4.7	6.8	-2.1
NPYLR7 ag	-3.1	1.6	-2.4	-0.6	-1.9	-0.3

37: Cc1ccc([N+](=O)[O-])cc1N=C(c1cccc(Br)c1)N1CCOCC1
38: CC(=O)N1CCCN(Cc2csc(Nc3ccc(C)c(C)c3)n2)CC1
39: CCCCCCCC(=O)N(CCCOCC)Cc1nc(C(=O)OCC)cs1
40: CC(=O)CSc1nc(C23CC4CC(CC(C4)C2)C3)cc(C)c1C#N
41: COc1ccc(S(=O)(=O)N2CCN(C)CC2)cc1-c1nnc2c3ccccc3c(C)nn12
42: CCCCOC(=O)CN1C(=O)NC2(CCC(C)CC2)C1=O (centres undefined)

assay / compound	37	38	39	40	41	42
mcGAS inh	/	/	-5.5	/	/	/
hcGAS lum	-4.9	-2.0	-9.9	0.5	-3.8	-6.3
NPYLR7 ag	-6.4	3.2	-4.3	9.8	-17.1	2.3

43: O=C(CN(Cc1ccco1)Cc1cccs1)N1CCNC1=O
44: CCSc1nc2ccc(NC(=O)CSc3nnc(C)s3)cc2s1
45: COCCNC(=O)CSc1nnc(NC2CC2)s1
46: C=CCSc1nc(N)c(C#N)c(CC)c1C#N
47: O=C(Nc1ccccc1-c1nc2cc([N+](=O)[O-])ccc2o1)C1CCC1
48: OC[C@H]1CCN(c2ncccc2Cl)C[C@@H]1O

assay / compound	43	44	45	46	47	48
mcGAS inh	/	/	/	-3.2	-5.1	-8.4
hcGAS lum	-4.8	-6.1	-3.9	1.8	-5.9	-3.3
NPYLR7 ag	-0.2	-2.4	3.1	-2.4	26.9	28.4

49: CC(C)c1ccccc1NC(=O)N1CCOC(C(F)(F)F)C1 (centres undefined)
50: COC(=O)C1(C(O)C(=O)c2ccc(C)cc2C)CCCCC1 (centres undefined)
51: CCCCN(C)C(=O)c1nc2ccccn2c1CNCC1(c2ccccc2)CC1(C)C (centres undefined)
52: O=C(Cc1c(Cl)cccc1Cl)NCc1ccccc1F
53: NC1C2CN3CCN(C2)CC1(Cc1ccccc1)C3 (centres undefined)
54: O=C1NCc2ccc(NC(=O)c3sccc3OC(F)F)cc21

assay / compound	49	50	51	52	53	54
mcGAS inh	-14.3	/	-12.6	/	/	/
hcGAS lum	-5.9	-1.9	-10.2	-15.5	-9.9	-2.0
NPYLR7 ag	/	-2.4	/	2.2	-1.3	-5.3

55: O=C(Nc1c(F)cccc1F)N1CC(=O)N2CCc3c(F)cccc3C2C1 (centres undefined)
56: CCOC(=O)C1(C)CCCCCN1C(=O)c1ccc(OC)c(F)c1 (centres undefined)
57: Cc1nc2ccc(C(=O)N3CCC(CO)(CCCc4ccccc4)CC3)cc2[nH]1
58: COc1ccc(C(=O)N=Nc2c(O)n(CN(C)C)c3ccccc23)cc1
59: Cc1ccc2c(NC(=O)c3ccc(Cn4ccnc4)cc3)cccc2n1
60: COc1cn(CC(=O)Nc2cc(C)ccc2C)c(CN2CCCCCC2)cc1=O

assay / compound	55	56	57	58	59	60
mcGAS inh	0.4	/	-9.1	-1.5	/	-1.9
hcGAS lum	4.9	-17.6	1.4	-12.0	-6.8	-3.5
NPYLR7 ag	1.5	0.6	7.0	3.3	-3.3	6.0

61: O=C(Cn1cnnn1)Nc1ccc(Br)c(C(F)(F)F)c1
62: Cc1cccc2c(=O)n(CCN(C)C)c(=S)[nH]c12
63: COc1ccc(-c2nc3ccccn3c2NC(=O)C(C)Cl)cc1 (centres undefined)
64: CC1=NOC(C)(C(=O)N2CCC3(CC2)C(=O)NCCN3C)C1 (centres undefined)
65: Cc1sc2nc(-c3cccs3)nc(Oc3cccnc3[N+](=O)[O-])c2c1C
66: Cc1cc(C)n(CC(C)n2cnc3sc4c(c3c2=O)CCNC4)n1 (centres undefined)

assay / compound	61	62	63	64	65	66
mcGAS inh	/	/	-1.9	-1.1	/	/
hcGAS lum	-5.4	-10.9	-5.9	-0.2	-0.2	-5.8
NPYLR7 ag	-0.9	20.1	-4.2	2.6	2.4	-3.8

Looked up by structure from the list above, 4 records:
5: Nc1ncc(Br)cc1S(=O)(=O)Nc1cccc(F)c1
35: COc1ccc(C)cc1CN(C)S(=O)(=O)c1ccc2c(c1)OCCO2
49: CC(C)c1ccccc1NC(=O)N1CCOC(C(F)(F)F)C1 (centres undefined)
30: CCN(CC1CCCN(CCc2cccc(OC)c2)C1)C(=O)c1ccncc1 (centres undefined)

assay / compound	5	35	49	30
mcGAS inh	/	/	-14.3	-3.6
hcGAS lum	-5.2	6.8	-5.9	0.3
NPYLR7 ag	3.4	-1.9	/	5.2

Further compounds.
67: CN(Cc1ccccc1)c1nc(N)c([N+](=O)[O-])c(NCC2CCCO2)n1 (centres undefined)
68: Cc1cccc(C(=O)NC(=NCCN2CCCC2)OCC(C)C)c1
69: COc1ccc(C)cc1NC(=O)CC1CSc2nc3c(cnn3-c3ccccc3)c(=O)n21 (centres undefined)
70: Cc1nc(N2CCCCCCC2)ncc1C(C)NCc1ccsc1 (centres undefined)
71: Fc1ccc(-c2nccc3[nH]nc(-c4cccnc4)c23)cc1Cl
72: CC(C)N1C(=O)COCc2cc(-c3cnc4ccccc4c3)ccc21

assay / compound	67	68	69	70	71	72
mcGAS inh	/	-5.3	-8.6	-12.7	-1.2	/
hcGAS lum	-4.2	-4.9	-13.9	-10.6	-1.5	-6.5
NPYLR7 ag	3.0	15.3	-1.3	19.1	-2.9	7.6

73: O=C(C=C1CCCCC1)N(Cc1ccccc1)CC(O)c1cccs1 (centres undefined)
74: CC(C)c1ccc2c(c1)CCCN2C(=O)CSC1CCS(=O)(=O)C1 (centres undefined)
75: Cc1ncsc1CCN(C)C(=O)Cn1c(C)nc2ccccc21
76: O=C(Nc1ccc(Br)cn1)C1CC1c1cccc(F)c1 (centres undefined)
77: CN(C(=O)CNC1(CCO)CCOCC1)c1ccccc1
78: C=CCNC(=O)NC(=O)CN(CC)c1cc(C)ccc1C

assay / compound	73	74	75	76	77	78
mcGAS inh	/	/	/	/	/	/
hcGAS lum	2.3	-2.9	-5.3	-0.3	-7.0	4.3
NPYLR7 ag	-14.2	8.5	21.7	-15.4	3.2	-0.6

79: CC(C)c1cc(C(=O)N2Cc3cnn(Cc4ccc(F)cc4)c3C2)on1
80: COc1ccc(CN2CCN(c3ccccc3C)C(=O)C2C)cc1 (centres undefined)
81: Cc1cn2c3c(=O)n(Cc4cccc(Cl)c4)c(=O)n(C)c3nc2n1CCCl
82: CCC1CN(C(=O)CN2CCCCc3ccc(OC)cc32)CCO1 (centres undefined)
83: COC(=O)c1ccc(C2C3C(=O)CC(c4cccs4)CC3=Nc3ccccc3N2C(=O)C2CC2)cc1 (centres undefined)
84: COC(=O)c1scc(-c2ccc(C)cc2)c1S(=O)(=O)N1CCc2ccccc2C1

assay / compound	79	80	81	82	83	84
mcGAS inh	/	0.8	-5.5	/	/	-8.2
hcGAS lum	-2.0	3.4	1.2	22.8	-1.1	-2.6
NPYLR7 ag	6.4	-7.4	1.1	2.3	2.6	7.5

85: Fc1ccc(CNC(=S)NCCN2CCCCCC2)cc1
86: CCc1cccc2c(C(CC(=O)NCCOC)c3cccc(OC)c3)c[nH]c12 (centres undefined)
87: Cc1ccccc1Cn1cc(C(=O)N2CCC(C(=O)c3ccccc3)CC2)nn1
88: O=C(NCc1ccccn1)C(=O)NCC1OCCCN1S(=O)(=O)c1ccc(F)cc1 (centres undefined)
89: COc1cn(CC(=O)Nc2ccc(NC(C)=O)cc2)c(CSc2nnc(C)s2)cc1=O

assay / compound	85	86	87	88	89
mcGAS inh	-4.8	-5.1	/	/	-8.7
hcGAS lum	-4.8	-4.9	-3.7	-3.6	-2.7
NPYLR7 ag	-1.8	-7.0	5.0	-3.3	-2.9
